Screens from PubChem.
TDP1 inh: TDP1 (human) enzyme inhibition | Q9NUW8 | recombinant TDP1, AlphaScreen DNA substrate cleavage | Potency, µM (doses to about 130 µM), for inactives: at the top dose activity change, negative = inhibition, most hits filed as inhibitors | 350,000 tested, 0.28% active; further: nearly all actives have a fitted effect of over 40% in size
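Recombinant E. coli-expressed Tdp1 (1 nM) preincubated with compound 15 min at RT, then 5'-biotin/3'-phosphotyrosine-FITC DNA substrate (15 nM) added for 5 min. AlphaScreen beads (10 ug/ml) added, 10 min RT; tyrosine-FITC cleavage read as signal loss.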
TDP1 cell noCPT: qHTS for Inhibitors of human tyrosyl-DNA phosphodiesterase 1 (TDP1): qHTS in cells in absence of CPT. DT40 Tdp1-/- hTDP1 cells, no CPT, ATP luminescence, 48 h. 420,000 tested, 15% active. AID 686978, 2013. Potency, µM (top dose mostly 46.2 µM), for inactives: at the highest dose activity change, negative = growth inhibition, usual class: inhibitors; further: nearly all actives have a fitted effect of over 55% in size
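Growth kinetics read by CellTiter-Glo luminescence after ≥48 hr at 37 °C. Cells: DT40 Tdp1-/- stably carrying human TDP1, 400 per well, compound exposure in the absence of CPT (DMSO vehicle).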
KAT2A inh: inhibitors of human GCN5L2 histone acetyltransferase; GCN5L2 HAT assay, ThioGlo1 CoA-SH fluorescence; Potency, µM (doses to about 58.9 µM), inactives show top-dose activity change, negative = inhibition, hits mostly inhibitors; 390,000 tested, 0.21% active
Target sequence (Q92830 whole entry, looked up): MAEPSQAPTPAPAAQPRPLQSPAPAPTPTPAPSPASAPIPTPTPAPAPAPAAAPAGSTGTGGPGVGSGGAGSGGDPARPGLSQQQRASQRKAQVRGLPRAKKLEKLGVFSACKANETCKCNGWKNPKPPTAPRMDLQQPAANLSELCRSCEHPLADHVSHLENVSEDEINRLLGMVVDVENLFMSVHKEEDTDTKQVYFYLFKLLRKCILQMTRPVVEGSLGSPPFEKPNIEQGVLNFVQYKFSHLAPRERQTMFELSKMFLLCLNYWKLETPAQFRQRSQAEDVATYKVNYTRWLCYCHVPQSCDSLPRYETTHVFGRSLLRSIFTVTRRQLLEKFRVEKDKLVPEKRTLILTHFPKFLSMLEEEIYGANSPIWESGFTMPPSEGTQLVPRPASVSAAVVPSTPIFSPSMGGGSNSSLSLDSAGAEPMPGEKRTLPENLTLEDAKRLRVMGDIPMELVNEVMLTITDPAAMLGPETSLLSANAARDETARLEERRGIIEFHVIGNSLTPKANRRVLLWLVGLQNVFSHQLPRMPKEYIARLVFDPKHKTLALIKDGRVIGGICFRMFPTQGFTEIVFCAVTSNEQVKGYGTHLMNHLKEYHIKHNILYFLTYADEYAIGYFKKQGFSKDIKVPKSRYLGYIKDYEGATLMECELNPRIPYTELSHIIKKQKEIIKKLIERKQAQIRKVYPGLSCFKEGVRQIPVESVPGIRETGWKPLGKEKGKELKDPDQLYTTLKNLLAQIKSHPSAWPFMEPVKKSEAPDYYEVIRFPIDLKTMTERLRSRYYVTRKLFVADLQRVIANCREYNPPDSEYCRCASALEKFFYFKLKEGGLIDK
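Preincubate 20nM GCN5L2 with compound 15 min, RT → add 50uM ThioGlo1 + 75uM H3(1-25) + 70uM acetyl-CoA → read fluorescence 0 and 20 min. Primary qHTS; fluorescent artifacts likely.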
Starred values were filed as active, the others as inactive; [ ] = dose if it differs, or a comment. The call rests on the fitted dose curve; in most records, active means well fitted curve in the direction sought with a large enough effect; inconclusive means small, poorly fitted or top-dose-only effect, or another doubt; inactive means no such curve, though single readings can be large; an effect the other way counts as inactive or inconclusive. On the % scale 0 is the no-effect control and ±100 the full control effect; potency means the concentration at half of the fitted maximal effect. Some of the compounds tested; count on the stated rates, not on these rows.

Preview:
Screening CNC(=O)CCc1[nH]c2ccccc2c1Sc1ccccc1 returned TDP1 inh 3%, TDP1 cell noCPT -28% and KAT2A inh -1%.
CCOC(=O)[C@H]1[C@H]2COc3ccc(Br)cc3[C@@H]2N2C(=O)c3cc(OC)c(OC)cc3NC(=O)[C@@]12C was read as TDP1 inh 1%, TDP1 cell noCPT inconclusive and KAT2A inh -5%.
`Cc1ccc(S(=O)(=O)[N-]c2nc3ccccc3nc2-n2cc[n+](CCC(C)C)c2)cc1` gave TDP1 inh 6%, TDP1 cell noCPT -16% and KAT2A inh -3%.

This part in full, repeating the preview:
Screening CNC(=O)CCc1[nH]c2ccccc2c1Sc1ccccc1 returned TDP1 inh 3%, TDP1 cell noCPT -28% and KAT2A inh -1%.
CCOC(=O)[C@H]1[C@H]2COc3ccc(Br)cc3[C@@H]2N2C(=O)c3cc(OC)c(OC)cc3NC(=O)[C@@]12C was read as TDP1 inh 1%, TDP1 cell noCPT inconclusive and KAT2A inh -5%.
`Cc1ccc(S(=O)(=O)[N-]c2nc3ccccc3nc2-n2cc[n+](CCC(C)C)c2)cc1` gave TDP1 inh 6%, TDP1 cell noCPT -16% and KAT2A inh -3%.
Screening CCOC(=O)c1ccc(NC(=O)C2C3CCCCC32)cc1 (centres undefined) returned TDP1 inh 1%, TDP1 cell noCPT inconclusive and KAT2A inh -14%.
`CC(C)N(C)CCOC(=O)C1COc2ccccc2O1` (centres undefined) gave TDP1 inh 4%, TDP1 cell noCPT -9% and KAT2A inh 4%.
For C/C(CC(=O)Nc1ccc(Cl)c(Cl)c1)=N\NC(N)=S the results were TDP1 inh 3%, TDP1 cell noCPT inconclusive and KAT2A inh -19%.
Screening Cc1cc(NC(=O)c2ccc([N+](=O)[O-])cc2)n(C)n1 returned TDP1 inh 6%, TDP1 cell noCPT -14% and KAT2A inh -4%.
For Clc1ccccc1CNc1ncnc2c1c(-c1ccccc1)cn2-c1ccccc1 the results were TDP1 inh 3%, TDP1 cell noCPT inconclusive and KAT2A inh -7%.
Screening COc1ccccc1C(=O)N(Cc1cccs1)C1CCS(=O)(=O)C1 (centres undefined) returned TDP1 inh -2%, TDP1 cell noCPT 10% and KAT2A inh -3%.
`N#CCCN1CCN(S(=O)(=O)c2ccc(C3CCCCC3)cc2)CC1` gave TDP1 inh 0%, TDP1 cell noCPT -13% and KAT2A inh 1%.
O=C(NCc1nc2ccccc2[nH]1)c1c(F)cccc1F was read as TDP1 inh -2% and KAT2A inh -1%.
`Cc1nnc(SCC(=O)N2CCN(Cc3ccccc3)CC2)s1` gave TDP1 inh -1%, TDP1 cell noCPT inconclusive and KAT2A inh -2%.
CC1=NN(c2ccccc2)C(=O)/C1=C\c1ccc(Oc2ccc([N+](=O)[O-])cc2[N+](=O)[O-])cc1 was read as TDP1 inh 8%, TDP1 cell noCPT inconclusive and KAT2A inh 0%.
For Cc1ccc(/C=C/C(=O)Nc2nc3ccccc3[nH]2)cc1 the results were TDP1 inh 0%, TDP1 cell noCPT inconclusive and KAT2A inh -8%.
`Nc1nc2n(n1)C(c1ccccc1Cl)CC(c1ccc(F)cc1)N2` (centres undefined) gave TDP1 inh 6%, TDP1 cell noCPT inconclusive and KAT2A inh -6%.
CCN(C(=O)CN1CCN(c2ccccc2F)CC1)c1c(N)n(Cc2ccccc2)c(=O)[nH]c1=O was read as TDP1 inh 0%, TDP1 cell noCPT 6% and KAT2A inh -12%.
Screening N#Cc1cc(N2CCOCC2)nc2ccccc12 returned TDP1 cell noCPT -21% and KAT2A inh -2%.
`CCC1Nc2ncnc(N3CCN(c4ccccc4)CC3)c2N(Cc2ccc(Br)cc2)C1=O` (centres undefined) gave TDP1 cell noCPT inconclusive and KAT2A inh -10%.
CCN(C[C@H]1N[C@@](Cc2ccccc2)(C(=O)OC)[C@H]2C(=O)N(Cc3ccccc3)C(=O)[C@@H]12)C(=O)COC was read as TDP1 inh 0%, TDP1 cell noCPT -11% and KAT2A inh -1%.
Screening Oc1ccc(N=Nc2n[nH]c(-c3ccc(Br)cc3)n2)cc1 returned TDP1 inh 6%, TDP1 cell noCPT inconclusive and KAT2A inh 0%.
CC[C@H]1c2[nH]c3ccccc3c2C[C@@H]2C(=O)N(c3ccc(F)cc3)C(=O)N21 was read as TDP1 cell noCPT inconclusive and KAT2A inh -17%.
`Cc1cc(C)c(NC(=O)CSc2nnc(CNC(=O)c3ccco3)o2)c(C)c1` gave TDP1 inh 0%, TDP1 cell noCPT 15% and KAT2A inh 2%.
CC12CCC(=O)N1C(C(=O)Nc1nccs1)CS2 (centres undefined) was read as TDP1 inh -3%, TDP1 cell noCPT -1% and KAT2A inh 3%.
For COc1ccccc1C1=NN(C2=NN=C(N)Cc3ncnn32)C(O)(C(F)(F)F)C1 (centres undefined) the results were TDP1 inh 8%, TDP1 cell noCPT -1% and KAT2A inh -2%.
`Cc1cc(CN2CCCC(CO)(Cc3cccc(Cl)c3)C2)n[nH]1` (centres undefined) gave TDP1 inh 2%, TDP1 cell noCPT -25% and KAT2A inh 14%.
COc1ccc(CN2CC(=O)N(c3ccc(C)cc3C)C2=S)cc1OC was read as TDP1 inh 2%, TDP1 cell noCPT inconclusive and KAT2A inh -9%.
Screening CCCCOC(=O)Cn1c(=O)n(CC(=O)OCCCC)c2cc(C)ccc21 returned TDP1 inh 1%, TDP1 cell noCPT inconclusive and KAT2A inh 32µM*.
COc1cccc(-c2ccc3ncnc(NCCNC(C)=O)c3c2)c1 was read as TDP1 cell noCPT inconclusive and KAT2A inh -12%.
For COc1ccc(/C=C/C(=O)NC(=S)NNC(=O)Cc2cccs2)cc1OC the results were TDP1 inh 8%, TDP1 cell noCPT inconclusive and KAT2A inh -6%[0.501 µM].
For COc1ccc(-c2ccnc(-c3ccc(OCCCF)cc3)n2)cc1 the results were TDP1 inh 3%, TDP1 cell noCPT inconclusive and KAT2A inh -12%.
`O=C(O)COc1ccc2nsnc2c1Cl` gave TDP1 inh 0%, TDP1 cell noCPT -14% and KAT2A inh -17%.
Screening COc1ccc(S(=O)(=O)N2CCCC(C(=O)NCc3ccccn3)C2)cc1 (centres undefined) returned TDP1 inh 2%, TDP1 cell noCPT -20% and KAT2A inh -6%.
Screening COc1ccc(C(C)=O)cc1CC(=O)NC1CCCCCC1 returned TDP1 inh 11%, TDP1 cell noCPT -23% and KAT2A inh -5%.
Screening CCN(CC)CCOC(=O)c1ccc(NC(=O)c2nn(-c3ccc(C)cc3)c(=O)c3c2c2ccccc2n3C)cc1 returned TDP1 inh -2%, TDP1 cell noCPT 0.58µM* and KAT2A inh -5%.
For COCCC(=O)N1CCCC(CNS(=O)(=O)c2ccc(OC)cc2)C1 (centres undefined) the results were TDP1 inh 0%, TDP1 cell noCPT -7% and KAT2A inh 0%.
`Cc1nc(N2CCCC2)c2c(C(=O)Nc3ccc(C)c(Cl)c3)c(C)oc2n1` gave TDP1 inh 2%, TDP1 cell noCPT inconclusive and KAT2A inh 21%.
Screening COc1ccc(N2C(=O)C3C4C=CC(C4)C3C2=O)nn1 (centres undefined) returned TDP1 inh 6%, TDP1 cell noCPT -1% and KAT2A inh 3%.
`CCC(C)NC(=O)Cn1ncc2c([nH]c3ccc(C)cc32)c1=O` (centres undefined) gave TDP1 inh 4%, TDP1 cell noCPT 0% and KAT2A inh 2%.
`Cc1cc(=O)[nH]c(SCC(=O)Nc2cc(S(=O)(=O)N3CCCC3)ccc2Cl)n1` gave TDP1 cell noCPT 11% and KAT2A inh -2%.
Screening C=CCn1c(SCC(=O)Nc2c(C)n(C)n(-c3ccccc3)c2=O)nc2sc(C)c(-c3ccccc3)c2c1=O returned TDP1 inh 3%, TDP1 cell noCPT inconclusive and KAT2A inh 1%.

Next section, starting with the last 2 of the part before.
`Cc1cc(=O)[nH]c(SCC(=O)Nc2cc(S(=O)(=O)N3CCCC3)ccc2Cl)n1` gave TDP1 cell noCPT 11% and KAT2A inh -2%.
Screening C=CCn1c(SCC(=O)Nc2c(C)n(C)n(-c3ccccc3)c2=O)nc2sc(C)c(-c3ccccc3)c2c1=O returned TDP1 inh 3%, TDP1 cell noCPT inconclusive and KAT2A inh 1%.
Screening O=c1cc(CSc2nnc(-c3ccco3)o2)c2ccccc2[nH]1 returned TDP1 inh 4%, TDP1 cell noCPT -23% and KAT2A inh 2%.
CCCc1nc(SCC(=O)Nc2nnc(SCC)s2)c2c(=O)n(C)c(=O)n(C)c2n1 was read as TDP1 cell noCPT 2.9µM* and KAT2A inh -1%.
Cc1ccc(Nc2nc3ccccc3n3nnnc23)cc1 was read as TDP1 inh 5%, TDP1 cell noCPT -26% and KAT2A inh 2%.
For CC[C@@H]1C/C=C\Cc2ccccc2[C@H](C(=O)C[C@@H](O)CC(C)=O)OC1=O the results were TDP1 inh 0%, TDP1 cell noCPT inconclusive and KAT2A inh -2%.
Cc1ccc(NC(=O)Nc2cccc([N+](=O)[O-])c2)cc1F was read as TDP1 inh 5%, TDP1 cell noCPT 16µM* and KAT2A inh -10%.
CCC(C)(C)n1nnnc1C(c1ccncc1)N1CCC(Cc2ccccc2)CC1 (centres undefined) was read as TDP1 inh 4%, TDP1 cell noCPT inconclusive and KAT2A inh -3%.
For O=C(Nc1ccc(F)c(Cl)c1)N1CCC(CN2CCc3ccccc3C2)CC1 the results were TDP1 inh 4%, TDP1 cell noCPT inconclusive and KAT2A inh -1%.
O=C(NC1CC1)C1CCN(C2CCN(C(=O)c3ccc4cccc(F)c4n3)CC2)CC1 was read as TDP1 inh -5%, TDP1 cell noCPT -6% and KAT2A inh 1%.
Cc1ccccc1NC(=O)CN(c1ccc(Cl)cc1Cl)S(=O)(=O)c1ccccc1 was read as TDP1 inh 5%, TDP1 cell noCPT inconclusive and KAT2A inh -8%.
CC1(C)CC(C(CCN(Cc2ccccc2)C(=O)c2ccco2)c2ccc(F)cc2)CCO1 (centres undefined) was read as TDP1 inh 5%, TDP1 cell noCPT inconclusive and KAT2A inh -9%.
For CCCOc1cccc(C2C(C(=O)c3ccc(C)o3)=C(O)C(=O)N2CCN2CCOCC2)c1 (centres undefined) the results were TDP1 inh 5%, TDP1 cell noCPT 5% and KAT2A inh -4%.
`COC(=O)c1ccccc1NC(=O)CCNC(=O)Cn1cnc2ccccc2c1=O` gave TDP1 inh 4%, TDP1 cell noCPT -5% and KAT2A inh 0%.
For CCOc1cc(C)c(Cl)cc1S(=O)(=O)NCC1CCCO1 (centres undefined) the results were TDP1 inh 0%, TDP1 cell noCPT -28% and KAT2A inh -4%.
`CCOc1ccccc1NS(=O)(=O)c1ccc2c(c1)N(C)CCO2` gave TDP1 inh -7%, TDP1 cell noCPT inconclusive and KAT2A inh -4%.
`O=C(O)c1cccn1Cc1ccccc1F` gave TDP1 inh 2%, TDP1 cell noCPT 13% and KAT2A inh -7%.
O=C1Oc2ccccc2C(=O)/C1=C/c1ccccc1O was read as TDP1 inh -3%, TDP1 cell noCPT 8.2µM* and KAT2A inh 8%.
Screening C=CCN(CC=C)S(=O)(=O)c1ccc(C(=O)Nc2nnc(COC)o2)cc1 returned TDP1 inh 11%, TDP1 cell noCPT 16µM* and KAT2A inh 3%.
Screening CN(C(=O)CC1C(=O)NCCN1CC(c1ccccc1)c1ccccc1)C(C1CC1)C1CC1 (centres undefined) returned TDP1 cell noCPT inconclusive and KAT2A inh -3%.
COc1ccc(C=C2C(=O)OC(C)(C)OC2=O)cc1OC was read as TDP1 inh -6%, TDP1 cell noCPT -10% and KAT2A inh inconclusive.
For Cc1ccc(OC(=O)c2ccc(N3CCOCC3)c([N+](=O)[O-])c2)cc1 the results were TDP1 inh 9%, TDP1 cell noCPT -16% and KAT2A inh -5%.
For O=C(O)c1cccc(NC(=O)c2cccc(NC(=O)C3CCCO3)c2)c1 (centres undefined) the results were TDP1 inh 0%, TDP1 cell noCPT -9% and KAT2A inh 0%.
Screening C/C(=N/Nc1ccc([N+](=O)[O-])cc1)c1ccc(C)cc1C returned TDP1 inh -3%, TDP1 cell noCPT -102% and KAT2A inh -15%.
O=C(NC1CCCCC1)c1cc(F)cc2c1OCOC2 was read as TDP1 inh 3%, TDP1 cell noCPT -30% and KAT2A inh -5%.
`Cc1cccc(C)c1NC(=O)COc1ccc2c(C)c(Cc3ccccc3)c(=O)oc2c1` gave TDP1 inh 5%, TDP1 cell noCPT 12µM* and KAT2A inh -7%.

Compounds above that contain a thiophene ring, fused or not (three):
Screening COc1ccccc1C(=O)N(Cc1cccs1)C1CCS(=O)(=O)C1 (centres undefined) returned TDP1 inh -2%, TDP1 cell noCPT 10% and KAT2A inh -3%.
For COc1ccc(/C=C/C(=O)NC(=S)NNC(=O)Cc2cccs2)cc1OC the results were TDP1 inh 8%, TDP1 cell noCPT inconclusive and KAT2A inh -6%[0.501 µM].
Screening C=CCn1c(SCC(=O)Nc2c(C)n(C)n(-c3ccccc3)c2=O)nc2sc(C)c(-c3ccccc3)c2c1=O returned TDP1 inh 3%, TDP1 cell noCPT inconclusive and KAT2A inh 1%.
